HSF1 inhib: HSF1 inhibitors in luciferase reporter cells, primary screen, cell-based, NIH3T3, luminescence | NIH3T3-HGL HSE-luciferase, MG132-induced, luminescence 8 h; active compounds read low | activity change, negative = inhibition, % at 7.5 µM (by protocol) | actives 0.77% (n = 300,000) | AID 2098, 2009;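 active means more than half of replicate wells show activity change below -50%, luminescence cut by over half; inconclusive means some wells, but at most half, below -50%; inactive means no replicate well below -50%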;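 further: luciferase reports HSF-1 transcriptional activity via heat shock element; 0% = median of DMSO wells and -100% = zero luminescence signal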
GSK3B inh: human GSK3beta kinase inhibitors, primary screen, biochemical, cell-free homogeneous, HTS | Glycogen synthase kinase-3 beta (Homo sapiens), P49841 | GST-GSK3beta kinase, ADP-Glo luminescence, 60 min; active compounds read low | activity score (negative = inhibition), % at 10 µM | actives 0.038% (n = 300,000);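 active means more than half of replicate wells score below -50%, meaning over 50% inhibition versus plate controls; inconclusive means some replicates but at most half score below -50%; inactive means no replicate scores below -50%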;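 further: 0% = median DMSO wells and -100% = median GW8510 positive control wells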
Target sequence (P49841 whole entry, looked up): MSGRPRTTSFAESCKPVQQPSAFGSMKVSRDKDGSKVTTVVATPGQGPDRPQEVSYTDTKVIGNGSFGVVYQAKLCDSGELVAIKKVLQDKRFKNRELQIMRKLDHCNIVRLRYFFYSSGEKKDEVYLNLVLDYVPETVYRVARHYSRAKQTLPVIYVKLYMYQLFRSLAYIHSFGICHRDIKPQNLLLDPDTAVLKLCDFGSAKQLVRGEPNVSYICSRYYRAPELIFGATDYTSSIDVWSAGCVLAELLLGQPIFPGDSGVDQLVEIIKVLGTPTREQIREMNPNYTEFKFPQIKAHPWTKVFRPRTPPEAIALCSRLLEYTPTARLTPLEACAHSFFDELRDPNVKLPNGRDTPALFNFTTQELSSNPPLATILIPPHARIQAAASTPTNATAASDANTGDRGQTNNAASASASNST
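Test system: GST-tagged human GSK3beta kinase, cell-free; evaluation: activity score scaled between in-plate DMSO and GW8510 controls; measured by: ADP-Glo luminescence; incubation: 60 min reaction, RT; benchmarks: DMSO and 20 µM GW8510; reagent: peptide substrate plus 25 µM ATP (final); medium: Tris/MgCl2 kinase buffer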
AI-2 QS mod: Vibrio harveyi AI-2 quorum sensing modulators, primary screen, JMH597 strain, luminescence/OD600 ratio. Vibrio harveyi JMH597 AI-2 luminescence/OD600 ratio, 9 h; active compounds read low; strain lacks LuxN and CqsS sensors; 0 = neutral-control median. activity change, % at 7.5 µM. actives 0.4% (n = 300,000). AID 2094, 2009; in the data active means activity change below about -75%, passing the limit was not always enough; inconclusive means no clear call, values can overlap the other calls;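 further: luminescence divided by OD600 gain over 9 h not by final OD600 alone; inactives centre near 13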
PolyA inh: polyadenylation inhibitors in yeast reporter cells, primary screen, luminescence, S. cerevisiae; S. cerevisiae SKY197-pL101 polyadenylation reporter, beta-gal luminescence; efflux-impaired pdr1/pdr3 knockout yeast; score 100 = 6 SD above DMSO; calls only at 12 µM; actives 0.02% (n = 300,000); AID 1875, 2009;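 active means lowest replicate activity score at least 50, where 100 means six control SD above control mean; inconclusive means lowest score under 50 but half or more replicates reach 50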;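 further: yeast exposed to compound for 9 h at 30 °C; higher score means more reporter readthrough which indicates perturbed polyadenylation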
aSyn 5UTR inh: MLPCN primary screen, SNCA 5' untranslated region; actives 0.82% (n = 300,000); AID 1813, 2009; alpha-synuclein 5'UTR reporter, inhibitor activity; inhibition, % (tested at 7.5 µM); in the data active means inhibition above about 60%; inconclusive means no clear call, values can overlap the other calls;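 further: H4 neuroglioblastoma cells stably carrying SNCA 5'UTR luciferase fusion; 0% = DMSO wells and 100% = positive control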
IEC-6 tox: cytotoxicity in IEC-6 intestinal epithelial cells, primary screen, cytotoxicity control for KLF5 inhibitor project, cell-based, luminescence; IEC-6 cytotoxicity, luminescence viability; inhibition, % at 5 µM; actives 0.78% (n = 290,000); in the data active means inhibition above about 22%;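 further: 0% = plate median of test compound wells and 100% = cytotoxic reference compound wells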
HSF1 activator: HSF-1 activators, primary screen, NIH3T3-HGL cells, MG132 stress, luminescence, single point; activation, % at 9 µM; AID 504408, 2011; NIH3T3-HGL HSF-1 luciferase reporter, 8 h; 100% = twice DMSO control signal; actives 1.7% (n = 300,000);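 active means mean replicate activation of at least 50% with a set share of replicates each reaching 50%; inconclusive means only one of those two conditions met; inactive means mean below 50% and too few replicates reaching it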;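 further: 0% = median of the neutral control wells and 100% = twice that signal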
HSP90 refold inh: HSP90 inhibitors, primary screen, cell lysate, luminescence | Rabbit reticulocyte lysate, luciferase refolding luminescence, 3 h | Heat shock protein HSP 90 (rabbit reticulocyte lysate; luciferase refolding) | inhibition, % at 5.6 µM | actives 0.91% (n = 290,000);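 active means inhibition above the screen-wide mean plus 3 SD, computed separately per campaign, cut at about 16% in these data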;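 further: 0% = DMSO wells and 100% = 60 µM geldanamycin wells; inhibitors lower the luminescence because luciferase stays unfolded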
GSK3 alpha inh: blockers of GSK3A enzyme activity – biochemical, luminescence, cell-free homogeneous, HTS, primary screen | GSK-3 alpha kinase, ADP-Glo luminescence, 60 min | inhibition, % at 10 µM | actives 0.1% (n = 320,000) | AID 2650, 2010;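 in the data active means inhibition above about 50%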;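 further: GST-tagged GSK-3 alpha with peptide substrate and 25 µM ATP; 0% = DMSO neutral wells and 100% = GW8510 positive control wells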
Target sequence (P49840 whole entry, looked up): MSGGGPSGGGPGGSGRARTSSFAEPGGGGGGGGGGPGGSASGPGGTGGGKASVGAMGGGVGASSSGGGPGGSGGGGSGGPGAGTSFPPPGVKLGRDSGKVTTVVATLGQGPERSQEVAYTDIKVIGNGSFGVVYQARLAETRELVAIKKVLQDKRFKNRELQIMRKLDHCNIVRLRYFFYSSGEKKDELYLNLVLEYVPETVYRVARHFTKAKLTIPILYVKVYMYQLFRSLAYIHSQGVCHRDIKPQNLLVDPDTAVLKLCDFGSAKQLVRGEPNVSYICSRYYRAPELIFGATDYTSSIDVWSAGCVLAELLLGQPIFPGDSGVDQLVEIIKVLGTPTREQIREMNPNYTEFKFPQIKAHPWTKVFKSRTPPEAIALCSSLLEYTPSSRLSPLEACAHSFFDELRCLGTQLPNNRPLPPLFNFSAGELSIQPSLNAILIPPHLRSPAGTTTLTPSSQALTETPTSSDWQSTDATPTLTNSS
KLF5 inh: KLF5 expression inhibitors, primary screen, DLD-1 cells, luminescence; actives 0.23% (n = 290,000); AID 1700, 2009; DLD-1 KLF5 promoter-luciferase reporter; inhibition, % at 5 µM;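 active means inhibition above a per-plate limit of that plate's mean compound inhibition plus 3 SD, cut at about 60% in these data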;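 further: 0% = DMSO wells and 100% = LY294002 at 200 µM; higher means less KLF5 promoter-driven luciferase light; inactives centre near -14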
* = called active by the depositor; i = inactive; ? = inconclusive; / = no result given. Only part of the results is shown; rates above refer to the full screens.

smiles	HSF1 inhib	GSK3B inh	AI-2 QS mod	PolyA inh	aSyn 5UTR inh	IEC-6 tox	HSF1 activator	HSP90 refold inh	GSK3 alpha inh	KLF5 inh
COC(=O)c1ccc(NC(C)=O)o1	-6.7	2.9	15.7	i	-9.9	-2.8	-1.5	0.4	-5.5	-2.6
COc1ccc(Nc2ncnc3c2cnn3Cc2ccccc2)cc1OC	/	-0.1	-2.2	i	43.0	1.2	/	-0.8	-1.5	5.0
Cn1nccc1C(=O)NC1CCCc2c1cnn2-c1cc(F)cc(F)c1 (stereo unspecified)	9.2	-1.1	9.9	i	-33.8	2.2	18.4	-1.2	1.7	-43.3
CCCCN(C)CCN1C(=O)C2C(C(=O)Nc3ccc(OC)cc3)C3C=CC2(O3)C1C(=O)NC1CCCCC1 (stereo unspecified)	-1.1	/	/	i	-12.2	3.9	4.8	4.5	-0.8	-32.6
COc1ccc(C2=CC(c3ccc(OC)c(OC)c3)n3nnnc3N2)c(OC)c1 (stereo unspecified)	3.0	-0.1	36.9	i	8.9	-1.6	18.1	1.1	-0.7	8.1
COc1ccc(NC(=O)C(C)N2C(=O)C3CC=C(Cl)CC3C2=O)cc1 (stereo unspecified)	-0.8	1.2	-1.5	i	-10.8	1.1	23.6	-6.0	/	1.6
Cc1ccccc1OCCn1c(=S)[nH]c2ccccc21	-4.9	-2.7	18.1	i	7.0	7.0	-10.0	4.9	1.7	-16.5
COc1ccc(CCC(=O)Nc2cc3c4c(c2)CC(=O)N4CCC3)cc1	6.2	-0.3	8.8	i	14.0	/	-22.1	/	-1.2	/
Nc1nnc(SCC(=O)OCC(=O)Nc2ccc(Br)cc2F)s1	-0.3	-3.2	10.3	/	1.0	5.7	2.7	2.8	-0.9	-13.5
O=C(OCC(=O)N1CCC(c2ccccc2)=N1)c1ccc([N+](=O)[O-])s1	-16.2	-0.7	?	i	-14.4	/	-18.7	/	0.2	/
CSc1c[n+]2c(n1C)CCC2	-0.3	0.2	6.0	i	10.2	-1.0	-1.9	0.6	-1.9	-20.1
CCOC(=O)C(=O)/C(=C\N(C)C)c1onc(-c2c(F)cccc2Cl)c1C(=O)OC	-2.1	0.7	-1.6	i	0.7	0.6	-22.2	-1.5	-4.1	8.7
COC(=O)c1sc(C(C)(C)C)cc1CS(=O)(=O)c1ccccn1	6.8	-9.3	5.5	i	-1.9	2.3	0.5	1.1	-0.1	4.0
CC(C)(C)NC(=O)c1cccc(NC(=O)c2ccco2)c1	-2.5	2.1	7.1	i	-23.6	-4.6	-19.7	3.2	-1.1	-24.7
CCN1C(=O)C(C)S/C1=N\S(=O)(=O)c1ccc(F)cc1 (stereo unspecified)	/	1.7	21.9	i	23.3	5.7	/	0.8	/	-14.6
CCN1CCc2c(C#N)c(NCc3ccccc3)nc(NCCO)c2C1	3.8	1.1	10.4	i	-12.2	0.6	6.4	-3.3	-1.6	-23.8
COc1ccc2c(c1)C(C)=CC(C)(C)N2S(=O)(=O)c1ccc(NC(C)=O)cc1	-7.1	-0.2	3.5	i	70.6*	90.1*	14.6	2.8	5.6	81.4*
CCn1ncc(C2C(C(=O)Nc3ccc(C)cn3)=C(C)NC3=C2C(=O)CCC3)c1C (stereo unspecified)	-6.6	-1.9	19.3	i	10.1	5.4	-2.9	-1.6	-0.7	-11.2
Cc1ccc(S(=O)(=O)N2CCCc3ccccc32)cc1C	2.1	-1.6	0.9	i	-0.6	-0.8	25.4	8.0	1.4	-15.7
CSc1ccc(NC(=O)N2CCC(C(=O)c3ccc(F)cc3)CC2)cc1	-11.5	1.9	36.9	i	28.1	9.3	-8.4	-0.3	1.6	4.0
COCc1cc(SC2CCCCC2)nc(C)n1	6.1	3.0	-2.7	i	-43.6	-12.8	-5.4	-3.3	-1.2	-3.8
COc1cc2c(cc1OC)C(C)N(C(=O)CCNC(=O)c1ccccc1)CC2 (stereo unspecified)	0.0	4.0	-14.9	i	7.5	-2.4	18.3	-4.3	-18.8	-19.2
Nc1c(-c2ccc(Cl)cc2)nnn1-c1ccccc1	38.5	3.4	10.3	i	-158.8	-4.7	58.0*	0.8	-0.6	-157.8
O=C1OCC(Cn2c3ccccc3c3ccccc32)O1 (stereo unspecified)	2.2	2.6	2.7	i	19.1	-0.9	2.5	-1.4	2.9	-22.9
COc1ccc(CNC(=O)C2CCN(C(=O)[C@@H]3Cc4ccccc4CN3)CC2)cc1	2.6	-1.9	14.6	i	10.7	-8.3	-0.7	-1.2	-14.3	-21.3
CNCCCOc1ccc(Cl)cc1C(C)(C)C	-8.5	-6.8	-6.1	i	10.9	10.3	-4.2	4.7	3.9	-10.0
O=c1c(-c2cnn(-c3ccccc3)c2)coc2cc(O)ccc12	73.2	1.8	13.6	i	-155.6	-4.5	94.2*	-1.6	-0.1	-179.2
O=C(COC(=O)c1cc(C(F)(F)F)cc(C(F)(F)F)c1)NCc1ccc(Cl)cc1	-4.3	0.0	14.5	/	21.2	-0.9	-1.5	-4.6	-2.7	-6.2
Cc1ccc(C)c(S(=O)(=O)N2CCNCC2)c1	-5.4	1.8	6.9	i	2.3	-1.3	-5.4	-3.9	0.0	-22.2
Cc1nc(CSc2nnc(C)s2)cs1	-5.8	-3.6	15.0	i	24.9	-0.8	-1.7	-2.6	-11.4	2.2
COc1ccc(C(=O)COC(=O)c2cnc(C)cn2)c(OC)c1	-5.0	0.2	24.1	i	14.3	/	-5.6	/	-0.7	/
CCC(C)NC(=O)CS(=O)Cc1nc(-c2cccc(OC)c2)oc1C (stereo unspecified)	6.4	2.2	35.8	i	-37.4	-5.3	3.6	-0.7	-1.8	-9.2
COc1ccc(O)c(C(=O)c2cnn(C(=O)c3cccc(S(=O)(=O)N4CCOCC4)c3)c2)c1	-2.0	-1.9	12.2	i	-0.8	7.2	1.8	3.0	1.4	-20.7
O=C(CNC(=O)c1cccs1)c1ccc(Br)cc1	34.7	6.3	10.9	i	-176.0	-8.5	44.8	-0.6	0.7	-112.1
Cc1ccc(NC(=O)COC(=O)CNC(=O)c2ccco2)cc1	-7.7	-1.7	22.6	i	4.1	2.4	-1.7	-0.4	-0.7	-21.0
Cc1ccc(OCc2ccc(-c3ccccc3)cc2)c([N+](=O)[O-])n1	15.5	11.2	-1.9	i	-83.6	7.6	23.2	1.8	-2.6	-35.1
CCc1nc(NCc2ccccn2)c2oc3ccccc3c2n1	0.7	-0.2	52.1	i	-11.9	/	1.8	/	1.0	/
Cc1ccc(Cn2ccnc2C(=O)Nc2ccccc2)cc1	58.4	-2.5	11.8	i	-156.3	8.1	?	2.4	-4.6	-73.2
O=C1C=C(Nc2ccccc2C(=O)O)c2ccccc2C1=O	63.9	1.4	68.5	i	-0.1	-1.0	92.9*	2.3	1.4	-44.9
COc1ccccc1NC(=O)COC(=O)Cc1ccc(S(=O)(=O)N2CCCCC2)s1	7.6	-0.6	3.0	i	11.5	-7.0	33.8	4.3	0.0	-16.0
COc1cc(NC(=O)C2CCCCC2)c(OC)cc1NC(=O)CCC(=O)NCc1ccco1	1.8	-1.4	11.4	i	-1.6	3.2	21.6	5.2	-1.4	15.6
Cc1ccc(COc2cccc3c2CCN(Cc2ccc(F)cc2)C3=O)cc1	-5.8	3.6	21.2	i	-19.1	-7.3	0.4	-4.0	-2.0	-2.6
COc1ccc(NC(=O)CNS(=O)(=O)c2ccc(Cl)cc2)cc1OC	-6.3	1.5	15.0	i	31.3	1.8	-7.3	-1.5	-3.9	-44.7
COc1ccc(OC)c(NC(=O)CS(=O)(=O)Cc2nc(-c3ccccc3C)oc2C)c1	-5.2	1.4	17.0	i	13.9	-1.5	17.7	1.6	-1.3	-29.9
COc1ccc(Nc2nc3c(C)cccc3cc2C#N)c(OC)c1	10.3	0.5	4.2	i	-1.3	12.7	39.0	3.6	2.8	-2.6
COc1ccc(S(=O)(=O)N2C3CCC2CC(NC(=O)C2CC2)C3)cc1 (stereo unspecified)	-1.7	-2.8	15.8	i	18.0	-4.0	4.1	0.6	-0.6	-54.6
CCNC(=S)NS(=O)(=O)c1ccc(CC)cc1	-0.7	-2.0	-34.9	i	6.9	2.6	3.1	-2.7	0.8	2.9
CC(=O)N1CCC2(CC1)CC(=O)c1cc(OCC(=O)N3CCOCC3)ccc1O2	-4.3	3.1	25.2	i	-8.0	0.8	-7.3	-3.4	-0.2	-30.9
C=CCNc1nc(-c2ccccc2)nc(-n2ccnc2)n1	-7.0	1.2	31.0	i	33.0	-3.9	-3.9	1.9	-1.3	-33.5
Cc1ccc(-c2cc(C(=O)Nc3c(C)n(C)n(-c4ccccc4)c3=O)[nH]n2)c(O)c1C	-0.9	1.1	11.0	i	17.0	-7.9	-12.8	-1.5	1.8	-26.0
O=C(NCC1CCCO1)c1cccc(S(=O)(=O)NCc2ccccc2)c1 (stereo unspecified)	-2.5	-3.4	0.2	i	7.5	2.9	-7.5	-3.0	-1.6	-21.9
COc1cc(/C=C2\SC(N3CCc4ccccc4C3)=NC2=O)cc(OC)c1OC	-3.1	-1.9	12.1	i	17.4	-1.5	4.9	1.2	-0.4	13.5
O=C(COC(=O)c1cc(Br)ccc1Cl)NC1CCCC1	-7.5	2.9	6.3	i	-1.3	-6.6	7.0	0.9	-0.3	1.7
CCCCN(CCCNC(=O)CN1C(=O)COc2ccccc21)c1ccccc1	18.3	1.1	36.1	i	36.4	-0.6	10.1	-4.0	-0.9	-4.2
Cc1nnc(NC2=NCCC2)o1	-9.2	-0.4	12.2	i	0.0	-1.4	-7.8	2.2	0.6	-5.6
Cc1cc(C)cc(NC(=O)Nc2c(Br)cnn2C)c1	-5.7	1.4	-9.6	i	13.2	0.9	9.1	-4.7	-0.7	-21.1

From PubChem BioAssay
